High-throughput results: PubChem, National Center for Advancing Translational Sciences (NCATS)
NPC1 promoter act: activates the NPC1 promoter. Huh7 NPC1 promoter luciferase reporter, 24 h. Potency, µM (highest dose often 9.22 µM), inactives show top-dose activation, actives largely listed as activators. actives 2.4% (n = 320,000). AID 485313;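 note: potency is the fitted concentration of half-maximal effect; % of control where 0% means no effect; nearly all actives have a fitted effect of over 60% in size; reporter is driven by a mutant NPC1 promoter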
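In 1536-well qHTS, Huh7 cells harboring an NPC1 promoter–luciferase construct received compound for 24 h; activation was quantified by luminescence following luciferase reagent addition.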
PKM2 act: activators of human pyruvate kinase M2; P14618; purified PKM2, Kinase-Glo ATP luminescence, activation; response scale: 0% is enzyme alone, no compound; actives 0.34% (n = 260,000); Potency, µM (titrated, usually from 57.5 µM), without a hit: at the highest dose activation, usual class: activators; AID 1631; note: potency is the fitted concentration of half-maximal effect; % is set by controls: 0 for no effect and ±100 for the full control effect; nearly all actives have a fitted effect of over 55% in size
Target sequence (P14618 whole entry, looked up): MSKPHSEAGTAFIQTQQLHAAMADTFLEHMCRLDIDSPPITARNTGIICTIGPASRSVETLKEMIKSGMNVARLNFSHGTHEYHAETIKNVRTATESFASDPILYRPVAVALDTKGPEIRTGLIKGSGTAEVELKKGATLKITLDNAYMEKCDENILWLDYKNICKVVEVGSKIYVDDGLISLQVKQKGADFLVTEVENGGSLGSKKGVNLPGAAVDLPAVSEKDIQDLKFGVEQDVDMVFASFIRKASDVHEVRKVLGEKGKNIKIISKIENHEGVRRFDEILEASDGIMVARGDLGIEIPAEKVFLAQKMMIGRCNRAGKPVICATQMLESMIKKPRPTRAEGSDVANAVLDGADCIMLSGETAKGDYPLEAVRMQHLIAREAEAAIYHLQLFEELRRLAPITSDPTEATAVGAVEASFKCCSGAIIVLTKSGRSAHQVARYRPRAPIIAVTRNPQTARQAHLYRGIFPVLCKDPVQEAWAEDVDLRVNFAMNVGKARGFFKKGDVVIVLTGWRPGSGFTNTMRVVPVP
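Purified hPK-M2 (>95% pure) converted ADP (0.1 mM final) to ATP with 0.5 mM PEP in 50 mM imidazole pH7.2, KCl, MgCl2, Tween 20, BSA; 1 h at room temperature. ATP detected by Kinase-Glo luminescence.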
VP16 counter: counter-screen for ROR gamma inhibitors: Gal4-VP16 reporter; Potency, µM (series often up to 53.6 µM), without a hit: top-dose activity, negative = inhibition, hits mostly inhibitors; AID 2546; actives 3.5% (n = 310,000); Drosophila S2 Gal4-VP16 UAS-luciferase, luminescence, 20 h;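 note: Gal4-VP16 expression switched on by copper sulfate through the metallothionein promoter; potency is the fitted concentration of half-maximal effect; % is set by controls: 0 for no effect and ±100 for the full control effect; nearly all actives have a fitted effect of over 50% in size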
Rab9 promoter act: Rab9 promoter activation; AID 485297; Huh7 Rab9 promoter-luciferase reporter, luminescence, 24 h; Potency, µM (top dose mostly 9.22 µM), for inactives: top-dose activation, negative = inhibition, most hits filed as activators; actives 2.8% (n = 320,000); note: potency is the fitted concentration of half-maximal effect; % of control where 0% means no effect; nearly all actives have a fitted effect of over 60% in size
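Promoter activation is measured as luciferase luminescence in Huh7 cells stably transfected with a Rab9 promoter–luciferase construct, following 24 h compound exposure at 37 °C and 10 min reagent incubation at ambient temperature.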
ELG1 repair inh: inhibitors of ELG1-dependent DNA repair in HEK293T cells. actives 2.3% (n = 330,000). HEK293T ELG1-luciferase reporter, luminescence, 16 h; DNA damage induced by 5-fluorouridine. Potency, µM (highest dose often 46.1 µM), for the others: at the top dose activity change, negative = inhibition, actives largely listed as inhibitors; note: potency is the fitted concentration of half-maximal effect; % is set by controls: 0 for no effect and ±100 for the full control effect; nearly all actives have a fitted effect of over 55% in size
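Reporter activity after DNA damage by 5-fluorouridine is monitored. Compound-treated cells incubate 16 hr at 37 °C, then ONE-Glo is added for 30 min before luminescence reading.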
MBNL1-CUG inh: blocks human MBNL1 binding to CUG repeat RNA | Q9NR56 | actives 0.036% (n = 280,000) | TR-FRET MBNL1-His/biotin-(CUG)12 binding, 665/545 ratio | Potency, µM (doses to about 57.5 µM), for the others: at the top dose activity change, negative = inhibition, actives largely listed as inhibitors; active = well fitted inhibition curve with a large enough effect in the signal ratio, with a control signal flat, not every such curve was filed as active; inconclusive = small, poorly fitted or top-dose-only effect, or effect the other way, or a change in a side signal; inactive = no such curve, though single readings can be large or run the other way; the % refers to the signal ratio; note: potency is the fitted concentration of half-maximal effect; % is set by controls: 0 for no effect and ±100 for the full control effect
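Compounds (final 92 nM to 58 uM) are added to His-tagged MBNL1 and biotin-(CUG)12, then terbium anti-His antibody and streptavidin-XL665 (5 nM final). After 60 min at room temperature, the 665/545 nm ratio is read.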
KCNH2 3.1 block: inhibitors of human KCNH2 3.1 potassium channel isoform. U2OS KCNH2 3.1, thallium flux FluxOr; hits give low values. activity change, % (tested at about 1.8 µM). actives 0.95% (n = 340,000);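 active = maximum activity change below -70%; inconclusive = maximum activity change from -70% to -50%; inactive = maximum activity change above -50%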;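 note: thallium influx rate constant from kinetic fluorescence after stimulation buffer; % is set by controls: 0 for no effect and ±100 for the full control effect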
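FluxOr-based Tl+ influx in U2OS cells transduced with KCNH2 3.1 virus; rate constants normalized to DMSO controls.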
RORgamma inh: ROR gamma (mouse) transcription inhibition; actives 5.4% (n = 310,000); Potency, µM (highest dose often 53.6 µM), without a hit: at the highest dose activity change, negative = inhibition, usual class: inhibitors; P51450; Drosophila S2 Gal4-RORgamma UAS-luciferase reporter, 20 h; note: potency is the fitted concentration of half-maximal effect; % is set by controls: 0 for no effect and ±100 for the full control effect; nearly all actives have a fitted effect of over 60% in size
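Drosophila S2 cells stably expressing Gal4-DBD/mouse RORγ fusion under metallothionein promoter plus UAS-luciferase; compound 1 h, then 700 uM CuSO4 induction for 20 h at ambient temperature; inhibition read as reduced luminescence.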
FLuc modulator: counter-screen for miR-21 project: firefly luciferase inhibitors or activators | P08659 | purified FLuc, Km substrates, luminescence inhibition | Potency, µM (top dose mostly 57.5 µM), inactives show top-dose activity change, negative = inhibition, actives largely listed as inhibitors | actives 6.9% (n = 360,000) | AID 588342;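 note: potency is the fitted concentration of half-maximal effect; plate controls were vehicle for no effect and reference inhibitor for full effect; nearly all actives have a fitted effect of over 55% in size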
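Purified P. pyralis luciferase (10nM final) with 10uM D-luciferin and 10uM ATP (Km levels) in 50mM Tris acetate pH 7.5, 10mM Mg acetate, 0.01% Tween-20, 0.05% BSA; qHTS 6-point titration, ~60 µM downward; luminescence read.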
Menin MLL FP TR: menin-MLL binding inhibition, Texas Red mutant peptide. Potency, µM (series often up to 61.6 µM), inactives show at the top dose FP activity change, negative = inhibition, usual class: inhibitors. actives 0.23% (n = 270,000). Menin + Texas Red MLL mutant peptide, fluorescence polarization. AID 1768; active = well fitted inhibition curve with a large enough effect in the polarisation, with a control signal flat, not every such curve was filed as active; inconclusive = small, poorly fitted or top-dose-only effect, or effect the other way, or a change in a side signal; inactive = no such curve, though single readings can be large or run the other way; the % refers to the polarisation; note: potency is the fitted concentration of half-maximal effect; % of control where 0% means no effect; many of its hits are not listed in these tables
Target sequence (O00255 whole entry, looked up): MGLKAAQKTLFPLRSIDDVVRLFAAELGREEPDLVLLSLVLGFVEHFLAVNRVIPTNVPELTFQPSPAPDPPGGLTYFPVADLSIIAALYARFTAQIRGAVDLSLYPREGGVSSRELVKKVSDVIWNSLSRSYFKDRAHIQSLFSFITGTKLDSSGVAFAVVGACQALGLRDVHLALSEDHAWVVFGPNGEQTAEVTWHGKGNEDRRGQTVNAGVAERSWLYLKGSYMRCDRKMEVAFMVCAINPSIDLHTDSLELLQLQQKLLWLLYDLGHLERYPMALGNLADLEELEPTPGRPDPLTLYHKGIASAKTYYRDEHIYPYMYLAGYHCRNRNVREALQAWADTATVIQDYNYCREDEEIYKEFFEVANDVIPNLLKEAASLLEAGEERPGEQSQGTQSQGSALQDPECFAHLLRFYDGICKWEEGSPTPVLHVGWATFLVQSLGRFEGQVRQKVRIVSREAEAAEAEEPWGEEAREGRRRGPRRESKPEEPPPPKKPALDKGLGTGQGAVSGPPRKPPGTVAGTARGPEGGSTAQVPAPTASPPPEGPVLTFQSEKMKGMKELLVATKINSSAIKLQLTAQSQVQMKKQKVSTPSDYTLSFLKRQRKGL
Mito fusion yeast: inhibitors of mitochondrial division or activators of mitochondrial fusion; S. cerevisiae fusion-defective mutant growth rescue, CellTiterGlo 48 h; Potency, µM (highest dose often 46.1 µM), for the others: at the highest dose growth rescue (activation), hits mostly activators; actives 0.23% (n = 320,000); AID 485298;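 note: potency is the fitted concentration of half-maximal effect; % of control where 0% means no effect; nearly all actives have a fitted effect of over 45% in size; temperature-sensitive fusion mutants such as fzo1-1 at 37 °C on non-fermentable ethanol glycerol medium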
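Read-out: ATP-based luminescence (CellTiterGlo, 10 min ambient) reporting growth of fusion-defective ts yeast after 48 hours at 37C on glycerol/ethanol YPEG medium in the presence of compound.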
Starred values were filed as active, the others as inactive; & = joins results of further samples; [ ] = dose if it differs, or a comment. Unless noted, calls come from the whole dose curve; as a rule, active = well fitted curve in the direction sought with a large enough effect; inconclusive = small, poorly fitted or top-dose-only effect, or another doubt; inactive = no such curve, though single readings can be large; an effect the other way counts as inactive or inconclusive. Not all compounds are listed, so the mix of outcomes need not match the whole.

Screening NC(=O)c1cc(-c2ccccc2)sc1NC(=O)CN1CCCCC1 returned NPC1 promoter act 0.2%, PKM2 act -3.3%, VP16 counter -27.5%, Rab9 promoter act -2.7%, ELG1 repair inh inconclusive, MBNL1-CUG inh 20.7%, RORgamma inh inconclusive, FLuc modulator 19µM*, Menin MLL FP TR inconclusive and Mito fusion yeast inconclusive.
`Cc1ncc([N+](=O)[O-])n1CC(=O)Nc1ccc(F)c(F)c1` gave NPC1 promoter act -0.3%, VP16 counter -0.3%, Rab9 promoter act -3.5%, ELG1 repair inh 5.8%, MBNL1-CUG inh 7.6%, KCNH2 3.1 block 17.8, RORgamma inh -1.2%, FLuc modulator -1.9%, Menin MLL FP TR -13.4% and Mito fusion yeast 8.3%.
`COc1ccc(/C=C2\SC(=O)N(CCC(=O)N3CCCCC3)C2=O)cc1OC` gave NPC1 promoter act 8.3%, VP16 counter -13.1%, Rab9 promoter act 7.4%, ELG1 repair inh 0.2%, MBNL1-CUG inh 2.3%, KCNH2 3.1 block 5.6, RORgamma inh -2.3%, FLuc modulator -5.1% and Mito fusion yeast 0.2%.
For CCCNC(=O)NS(=O)(=O)c1ccc(Cl)cc1 the results were NPC1 promoter act 2.0%[46.1 µM], PKM2 act 3.1%, VP16 counter -7.7%, Rab9 promoter act -1.5%[46.1 µM], ELG1 repair inh 0.6%, MBNL1-CUG inh -21.6%, KCNH2 3.1 block 0.7, RORgamma inh -7.3%, FLuc modulator 1.2%, Menin MLL FP TR -5.8% and Mito fusion yeast -14.9%&-2.1%.
For COc1ccc(CC(=O)Nc2cccc(S(=O)(=O)N3CCCCC3)c2)cc1 the results were NPC1 promoter act -1.9%, Rab9 promoter act -3.8%, ELG1 repair inh -19.6%, KCNH2 3.1 block 21.7, FLuc modulator -1.7% and Mito fusion yeast -1.6%.
C[C@]12C(=O)N(c3cccc(Cl)c3)C(=O)N1[C@H]1c3ccccc3OC[C@@H]1[C@H]2c1ccccc1 was read as NPC1 promoter act -6.3%, PKM2 act -3.3%, VP16 counter -0.5%, Rab9 promoter act 2.4%, ELG1 repair inh -15.7%, MBNL1-CUG inh -1.4%, KCNH2 3.1 block 13.5, RORgamma inh -29.4%, FLuc modulator -0.9%, Menin MLL FP TR 13.0% and Mito fusion yeast 21.8%.
Screening COc1ccc(CCNC(=O)c2cccc(S(=O)(=O)N3CCc4ccccc4C3)c2)cc1 returned NPC1 promoter act -12.7%, Rab9 promoter act -2.5%, ELG1 repair inh inconclusive, KCNH2 3.1 block 1.6, FLuc modulator 1.1% and Mito fusion yeast 26.4%.
For CCCn1c(SCC(=O)Nc2ccc3c(c2)OCO3)nc2c1c(=O)n(C)c(=O)n2C the results were NPC1 promoter act -1.2%, PKM2 act 18.6%, VP16 counter 0.8%, Rab9 promoter act 4.3%, ELG1 repair inh -28.4%, MBNL1-CUG inh -0.4%, KCNH2 3.1 block -17.8, RORgamma inh -11.7%, FLuc modulator -2.2%, Menin MLL FP TR -9.1% and Mito fusion yeast 1.6%.
For CC(C)(C)NC(=O)NC(=O)COc1ccc(Br)cc1Br the results were NPC1 promoter act 1.26µM*, PKM2 act 10.8%, VP16 counter -16.6%, Rab9 promoter act 0.631µM*, ELG1 repair inh inconclusive, KCNH2 3.1 block 2.7, RORgamma inh -5.9%[10 µM], FLuc modulator 0.675µM*, Menin MLL FP TR 22.2% and Mito fusion yeast inconclusive.
Screening CC1CCCC(C)N1C(=O)COC(=O)c1cc(Br)ccc1Cl (stereo unspecified) returned NPC1 promoter act -3.9%, PKM2 act -0.8%, VP16 counter 4.1%, Rab9 promoter act -5.2%, ELG1 repair inh 1.7%, KCNH2 3.1 block -6.6, RORgamma inh -16.1%, FLuc modulator inconclusive, Menin MLL FP TR -10.3% and Mito fusion yeast -4.1%.
COc1cccc(-c2nnn(CC(=O)NC3CCCC3)n2)c1OC was read as NPC1 promoter act 0.1%, PKM2 act -0.5%, VP16 counter 0.4%, Rab9 promoter act 3.6%, ELG1 repair inh 2.6%, MBNL1-CUG inh -8.8%, KCNH2 3.1 block -5.1, RORgamma inh 25.2%, FLuc modulator 2.5%, Menin MLL FP TR 5.3% and Mito fusion yeast 0.8%.
`CCOc1ccc(Br)cc1C(=O)N/N=C/c1cccc(C)n1` gave NPC1 promoter act 1.0%, VP16 counter -12.2%, Rab9 promoter act -2.1%, ELG1 repair inh inconclusive, MBNL1-CUG inh -11.0%, KCNH2 3.1 block -2.5, RORgamma inh -22.7%, FLuc modulator 2.3%, Menin MLL FP TR 7.9% and Mito fusion yeast -9.5%.
`CCn1cc(C(=O)NCc2ccc3c(c2)OCO3)c(=O)c2cc(F)c(N3CCN(C(=O)c4ccco4)CC3)cc21` gave NPC1 promoter act -8.1%, PKM2 act 5.2%, VP16 counter inconclusive, Rab9 promoter act -15.4%, ELG1 repair inh 9.2µM*, MBNL1-CUG inh -2.3%, KCNH2 3.1 block -4.2, RORgamma inh 11.0%, FLuc modulator 9.4%, Menin MLL FP TR -16.9% and Mito fusion yeast 11.7%.
Screening Cc1ccccc1N1CCN(CCCOc2ccc3c(C)cc(=O)oc3c2)CC1 returned NPC1 promoter act -6.3%, PKM2 act 11.5%, VP16 counter -17.6%, Rab9 promoter act -5.6%, ELG1 repair inh inconclusive, MBNL1-CUG inh -7.1%, KCNH2 3.1 block -17.3, RORgamma inh 6.3%, FLuc modulator -2.1%, Menin MLL FP TR -2.5% and Mito fusion yeast -0.2%.
Screening Cc1cc(C)c(NC(=O)COC(=O)c2ccc([N+](=O)[O-])s2)c(C)c1 returned NPC1 promoter act -1.1%, PKM2 act 1.6%, VP16 counter 6.1%, Rab9 promoter act -4.5%, ELG1 repair inh -1.2%, MBNL1-CUG inh 7.8%, KCNH2 3.1 block -13.7, RORgamma inh 6.7%, FLuc modulator 8.7%, Menin MLL FP TR -10.5% and Mito fusion yeast -0.2%.
O=C(Cc1ccc(F)cc1)NC1CCCC1 was read as NPC1 promoter act -5.3%, PKM2 act 6.0%, VP16 counter 6.6%, Rab9 promoter act -1.1%, ELG1 repair inh 9.9%, MBNL1-CUG inh -1.9%, KCNH2 3.1 block 8.6, RORgamma inh -27.7%, FLuc modulator 5.4%, Menin MLL FP TR 4.2% and Mito fusion yeast -0.4%.
For COc1cccc(NC(=O)CN2C(=O)COc3ccc(S(=O)(=O)N4CCCCCC4)cc32)c1 the results were NPC1 promoter act 2.2%, VP16 counter 0.1%, Rab9 promoter act -0.1%, ELG1 repair inh -0.4%, MBNL1-CUG inh 2.6%, KCNH2 3.1 block -111.4*, RORgamma inh 10.0%, FLuc modulator 2.1%&-14.5%, Menin MLL FP TR 23.9% and Mito fusion yeast -1.4%.
O=C(COc1cccc(F)c1)NNC(=O)Cc1ccc(S(=O)(=O)N2CCOCC2)s1 was read as NPC1 promoter act 0.0%, Rab9 promoter act -2.8%, ELG1 repair inh 7.6%, KCNH2 3.1 block -22.6, FLuc modulator 6.4% and Mito fusion yeast -2.2%.
Screening COc1ccc(OC)c(Nc2cc(C)nc3nc(C)nn23)c1 returned NPC1 promoter act -9.4%, PKM2 act -15.6%, VP16 counter -6.7%, Rab9 promoter act -18.2%, ELG1 repair inh -1.4%, MBNL1-CUG inh inconclusive, KCNH2 3.1 block -10.9, RORgamma inh -2.8%, FLuc modulator 0.1%, Menin MLL FP TR 1.5% and Mito fusion yeast 2.6%.
For N/C(=N\OC(=O)COc1ccc(Br)cc1Cl)c1cccnc1 the results were NPC1 promoter act inconclusive, PKM2 act 1.2%, VP16 counter -0.3%, Rab9 promoter act inconclusive, ELG1 repair inh inconclusive, MBNL1-CUG inh inconclusive, KCNH2 3.1 block -3.8, RORgamma inh inconclusive, FLuc modulator 8.49µM*, Menin MLL FP TR 10.5% and Mito fusion yeast 9.7%.
For COc1cc2c(cc1OC)C(C1C(=O)CC(C)(C)CC1=O)N(C(=O)CCl)CC2 (stereo unspecified) the results were NPC1 promoter act -2.8%, PKM2 act 14.3%, VP16 counter 0.9%, Rab9 promoter act -5.2%, ELG1 repair inh 5.6%, MBNL1-CUG inh 2.7%, KCNH2 3.1 block -25.2, RORgamma inh -4.1%, FLuc modulator 5.6%, Menin MLL FP TR 9.3% and Mito fusion yeast -10.5%.
`Cc1cccc(OCCOCCN2CCNCC2)c1C` gave NPC1 promoter act 0.3%, PKM2 act -0.1%, VP16 counter 1.1%, Rab9 promoter act -1.2%, ELG1 repair inh -12.5%, MBNL1-CUG inh -15.8%, KCNH2 3.1 block -6.3, RORgamma inh -3.2%, FLuc modulator 3.7%, Menin MLL FP TR -8.2% and Mito fusion yeast -8.5%.
For CCOC(=O)c1c(C)[nH]c(C2=NNC(=Nc3ccccc3)SC2)c1C the results were NPC1 promoter act inconclusive, PKM2 act 21.4%, VP16 counter 11.2µM*, Rab9 promoter act 2.51µM*, ELG1 repair inh inconclusive, MBNL1-CUG inh 8.3%, KCNH2 3.1 block 1.1, RORgamma inh inconclusive, FLuc modulator 12µM*, Menin MLL FP TR inconclusive and Mito fusion yeast 5.7%.
